# CSM14.1 death rescue – protection against thapsigargin-triggered cell killing – 384-well, CSM14.1, ATP luminescence, primary screen (AID 1222) | CSM14.1 thapsigargin-induced death rescue, ATP luminescence; higher % means a stronger effect | cellular ATP content (survival), % at 20 µM, or EC50 in µM where a hit was titrated | 190,000 tested, under 10 active;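 active = EC50 below 50 µM in the dose-response confirmation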;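 also: death triggered by thapsigargin at about 15 µM added after 2 h compound pretreatment; cell ATP read after overnight thapsigargin exposure of roughly 18 to 22 hours; normalized against plate controls of thapsigargin alone and 5% DMSO vehicle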
# Ins promoter up – MIN6 insulin promoter up-regulation. MIN6 insulin promoter-GFP reporter, high-content imaging; hits give high values. z-score at 5 µM. 190,000 compounds, 0.3% hits. AID 1625;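 active = z-score above 3 at 5 µM with at least 500 cells counted in the well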
# Hep lipid drop – hepatic lipid droplet formation modulation; inhibition, % at 6.5 µM; 240,000 compounds, 0.4% hits; AML12 mouse hepatocytes, oleate lipid droplets, BODIPY imaging;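 active = lipid droplet intensity inhibited by at least 50%, with more than 500 cells counted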
#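 Assay system: AML12 hepatocytes (mouse) / Also added: 100 µM oleic acid challenge / Times: overnight treatment with compound plus oleate / Detection: high-content imaging of BODIPY-stained droplets and DAPI nuclei / Evaluation: % inhibition of lipid droplet signal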
# XIAP displacement – small molecules displacing peptide from XIAP – biochemical, IAP family, fluorescence polarization (AID 1018). 200,000 compounds, 0.007% hits. XIAP BIR domain, fluorescence polarization peptide displacement; higher % means a stronger effect. displacement, % at 20 µM, or IC50 in µM where a hit was titrated; in the data active = displacement above about 50%; also: a part of the inactive calls stands beside numbers as strong as those of hits
# WT yeast gro inh – growth inhibition of WT yeast, mitochondrial fusion screen | mitochondrial fusion phenotypic screen, WT strain | inhibition, % at 10 µM | 190,000 compounds, 2.1% hits | AID 1362; in the data active = inhibition above about 58%; tested in S. cerevisiae
# Dynein transport – blocks dynein driven cargo transport along microtubules; z-score, hits read low; 3617.4 mouse cells, GR-EGFP nuclear translocation imaging; test concentration mostly 20 µM; stimulated with dexamethasone, 1 µM; hits give low values; 220,000 compounds, 0.47% hits; AID 1381;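 active = plate z-score of nuclear minus cytoplasmic receptor signal below a set negative limit, without overly bright fluorescence or cell loss, cut at about -3.5 in these data, passing the limit was not always enough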;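 also: z-score of nuclear minus cytoplasmic ring GR-EGFP intensity difference per well; some compounds called inactive have numbers as strong as hits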
#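 Also added: dexamethasone, 1.0 µM final. Medium: tet-free, stripped-serum medium. Detection: fixed, Hoechst-stained cells imaged at 10x for EGFP. Read-out: nuclear-to-cytoplasmic GR-EGFP distribution per well. Times: induction 48 h, compound 1 h, agonist 30 min.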
# b-catenin transl – beta-catenin nuclear translocation modulation; nuclear translocation activity, % at 5 µM; HeLa beta-catenin nuclear translocation, immunofluorescence imaging; 190,000 compounds, 0.3% hits; AID 1665;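 active = nuclear translocation activity above 50% at 5 µM, with a well cell count of 50 or more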;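 also: per-cell ratio of nuclear to cytoplasmic median beta-catenin stain intensity; plate controls were DMSO negative control for no effect and GSK-3 inhibitor IX positive control for full effect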
#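 Signal – beta-catenin immunofluorescence imaging with DAPI · Test system – human HeLa cell line · Dosing – 5 µM primary single dose, 0.1% DMSO, 0.02–20 µM confirmation series · Measure – % activation, nuclear-to-cytoplasmic median beta-catenin signal ratio per cell · Incubation – 24 h compound exposure at 37°C, 5% CO2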
# MT stabilize HCS – microtubule stabilization, imaging screen. HeLa tubulin immunostaining HCS, 24 h; share of cells brighter than vehicle mean+2SD. % tubulin-high responders, % at 10 µM. 200,000 compounds, 0.83% hits. AID 2205;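 active = plate Z-score above 3 for both tubulin-high and condensed-nucleus cell shares, with cell loss under 80%, at 10 µM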;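 also: anti alpha tubulin signal scored within the nucleus-defined area of each cell; some results filed as inactive read as strong as hits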
# Autophagy HCS – alters autophagy in cells. MEF GFP-LC3 puncta imaging; test concentration mostly 10 µM. calls only at 10 µM (by protocol). 190,000 compounds, 0.98% hits. AID 463193;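 active = percentage of spot-positive cells more than 3 SD above its plate mean, without a fluorescence outlier flag or 80% toxicity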;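 also: spot-positive cell cutoff set from DMSO-treated cells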
# WT yeast gro inh mutant strain – second read-out of WT yeast gro inh, no call of its own (marks repeat the call); inhibition, %; mitochondrial fusion phenotypic screen, mutant strain inhibition
# Dynein transport cytoplasmic EGFP – recorded beside Dynein transport, whose call it bears; z-score; measured here: cytoplasmic GR-EGFP intensity; hits give high values
# Dynein transport nuclear GR-EGFP – also measured in Dynein transport; calls as there; z-score; measured here: nuclear GR-EGFP intensity;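 lower value marks the stronger effect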
# Dynein transport cell count – recorded beside Dynein transport, whose call it bears; z-score; measured here: cell count per field
# Ins promoter up cell count – second read-out of Ins promoter up, no call of its own (marks repeat the call); cell count; measured here: cytotoxicity, nuclei count;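 total cells summed across four imaged fields per well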
# Hep lipid drop cells 6.5 µM – further read-out of Hep lipid drop, marked with its call; cell count; measured here: cell count, cytotoxicity flag;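 cells counted across two imaged fields per well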
# b-catenin transl cell count 5 µM – second read-out of b-catenin transl, no call of its own (marks repeat the call); cell count; measured here: cell count, cytotoxicity flag
# MT stabilize HCS Hoechst-high % – recorded beside MT stabilize HCS, whose call it bears; % Hoechst-high responders; measured here: nuclear condensation Hoechst responders;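 share of cells brighter than vehicle mean plus two SD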
# MT stabilize HCS cytotoxicity % – also measured in MT stabilize HCS; calls as there; toxicity, %; measured here: cytotoxicity by cell density;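 0% = mean cell density of plate MIN control wells and 100% = no cells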
# Autophagy HCS cell loss 18 h – also measured in Autophagy HCS; calls as there; toxicity, %; measured here: cell loss, nuclei count;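 cell loss after 18 h compound exposure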
# Numbers without * were called inactive; i = inactive; . = not tested or not shown.
# Results follow in this order: CSM14.1 death rescue, Ins promoter up, Ins promoter up cell count, Hep lipid drop, Hep lipid drop cells 6.5 µM, XIAP displacement, WT yeast gro inh, WT yeast gro inh mutant strain, Dynein transport, Dynein transport cytoplasmic EGFP, Dynein transport nuclear GR-EGFP, Dynein transport cell count, b-catenin transl, b-catenin transl cell count 5 µM, MT stabilize HCS, MT stabilize HCS Hoechst-high %, MT stabilize HCS cytotoxicity %, Autophagy HCS, Autophagy HCS cell loss 18 h
N#CCc1c(C#N)c(N)nc(N2CCCC(O)C2)c1C#N (stereo not drawn)
→ -0.5%, 0.33, 1232, 4, 703, -4.8%, -5, -11, -0.057, -0.21, -0.42, 0.53, -1.2, 1016, 5.5, 3.2, 16, i, 23
CCNC(=O)NC(=O)C(C)OC(=O)c1oc2ccc(OC)cc2c1C (stereo not drawn)
→ 0.5%, ., ., -10, 776, -5.9%, 13, -1, 0.15, -0.21, 0.17, 0.84, 5.6, 978, 1.4, 1.4, 3.1, i, -7
CC(=O)N1N=C(c2ccncc2)OC1(Cc1ccccc1)Cc1ccccc1
→ ., 0.04, 1091, 2, 735, ., ., ., 0.19, -0.24, 0.6, 0.97, -0.7, 1227, ., ., ., ., .
CCOC(=O)N1CCc2c(sc3nc4n(c(=O)c23)N=C(c2ccc(OC)cc2)CS4)C1
→ ., -0.31, 1036, -31, 599, ., ., ., 0.24, -0.23, -0.14, -0.14, 0.1, 1270, ., ., ., ., .
O=C(Nc1cc(S(=O)(=O)N2CCOCC2)ccc1N1CCCC1)c1cccnc1Cl
→ ., 0.29, 1120, -28, 663, ., ., ., -0.083, -0.25, -0.035, 0.44, -0.9, 1357, ., ., ., ., .
CCn1c(C)c(C(C)=O)c(N2CCCC2)nc1=S
→ 2.0%, 0.93, 1213, ., ., -1.6%, -9, 9, 0.0065, -0.11, 0.3, -0.15, 0.3, 1114, 6.4, 3.9, 1.5, i, -4
CCOC(=O)C1=C(C)NC2=C(C(=O)CCC2)C1c1cn(Cc2ccc(Cl)cc2Cl)nc1-c1ccccc1 (stereo not drawn)
→ -0.9%, 0.24, 1021, ., ., -12%, -17, -3, 0.99, -0.21, 0.83, 0.064, 1.4, 1418, 3.0, 2.0, 0.6, i, -20
N=c1c(C(=O)NC2CCCC2)cc2c(=O)n3ccccc3nc2n1CCN1CCOCC1
→ -0.9%, -0.16, 1315, -4, 725, -1.1%, ., ., -0.054, -0.22, -0.3, 1.3, ., ., 3.5, 3.2, 7.3, i, 1
CC(C)(C)C1CCc2sc(-c3nnc(CCl)o3)cc2C1 (stereo not drawn)
→ 1.7%, 0.75, 1061, 16, 608, -3.1%, 68*, 27*, -4.2*, 0.5*, -2.1*, 0.49*, 0.6, 1002, 2.5, 1.4, 2.6, i, 16
O=C(O)[C@@H]1CCCN1c1ncnc2sc3c(c12)CCC3
→ -1.3%, 0.48, 1421, -2, 744, -3.8%, 3, 15, 2, -0.28, 1.4, -0.45, ., ., 1.8, 2.3, 13, i, 4
Clc1cccc(C2=NOC(c3nnc(-c4ccccc4)o3)C2)c1 (stereo not drawn)
→ ., 0.53, 947, -10, 687, ., ., ., -0.65, -0.67, -0.14, 0.042, -0.4, 1406, ., ., ., ., .
COc1ccc(NS(=O)(=O)c2cn(C)cn2)cc1
→ ., -0.23, 1410, 16, 724, ., ., ., 0.28, -0.22, 0.05, 0.73, 1.2, 1356, ., ., ., ., .
CCOc1ccc(NS(=O)(=O)c2ccc(C)c(C(N)=O)c2)cc1
→ 0.9%, ., ., 0, 732, 4.3%, -15, 4, 1.5, -0.14, 1.3, -0.11, 2.2, 1319, 2.0, 2.6, 4.1, i, 16
C[N+](C)(C)CCCN1C(=O)CCCC1=O
→ -0.3%, 0.13, 1374, ., ., -0.8%, -26, 8, 1.6, -0.073, 1.2, -1.6, -0.7, 1292, 2.5, 1.1, 4.4, i, -2
CC(=O)Nc1ccc(NC(=O)COC(=O)C2c3ccccc3Oc3ccccc32)cc1
→ 0.9%, 0.34, 1613, -9, 730, -3.3%, 9, 12, 2.6, -0.11, 1.6, -1.4, -1.7, 988, 3.3, 0.8, 6.6, i, 20
CCc1sc(C(=O)Nc2cc(Cl)ccc2N2CCCCC2)cc1C
→ -1.5%, ., ., 9, 781, -1.1%, 3, 2, -0.48, -0.15, 0.43, 1.2, ., ., 2.1, 2.0, 8.4, i, -2
Cc1cccc(OCC(=O)Nc2ccc3c(c2)nc(CCN2CCN(C)CC2)n3C)c1
→ 0.6%, -0.01, 1284, ., ., -19%, -8, 4, 0.6, -0.23, 0.69, -0.39, -2.1, 940, 7.9, 2.2, 9.3, i, 3
CCNC(=S)N/N=C/c1ccc(OCC(=O)Nc2ccc(C)cc2)cc1
→ 0.5%, -0.33, 943, 13, 783, -4.2%, -25, 9, -0.078, 0.59, 0.41, -0.3, -4.4, 1201, 3.5, 1.9, 0.2, i, -1
Cc1cccc(C(=O)NC(=S)Nc2ccc(S(=O)(=O)N3CCN(C)CC3)cc2)c1
→ -3.4%, -0.34, 884, 1, 655, -1.9%, 17, 30, -0.026, -0.26, 0.1, 0.6, -2.6, 1177, 1.9, 1.6, 2.0, i, 30
O=C(N/N=C1/CC2C=CCC12)c1ccc(Br)o1 (stereo not drawn)
→ -1.3%, 0.59, 1115, 15, 754, -6.7%, -11, -10, 2.4, -0.076, 1.2, -1.7, ., ., 2.9, 2.5, 8.8, i, -1
Cc1cc(C)c2c(N)c(C(=O)NN3CC(=O)N(c4ccccc4)CC3=O)sc2n1
→ ., 0.32, 1068, 1, 679, ., ., ., -1.4, -0.29, -0.49, 0.86, 0.3, 1338, ., ., ., ., .
CC(C)S(=O)(=O)c1cnc(N2CCOCC2)nc1N
→ ., -0.45, 1323, 6, 746, ., ., ., -0.53, -0.23, -0.61, 1.4, 0.7, 1291, ., ., ., ., .
CC(C)(CCl)C(=O)Nc1ccc(OC(F)(F)F)cc1
→ 1.8%, -0.47, 1291, -17, 696, -2.1%, 2, 8, 2.2, -0.13, 1.4, -1.4, -4.8, 1141, 2.0, 3.3, 9.7, i, -2
O=C(Cc1cccs1)NCCc1cn2ccccc2n1
→ -1.2%, -0.26, 1381, 7, 702, -3.5%, -7, 0, -0.45, -0.29, 0.045, 0.74, -3.3, 1236, 3.5, 1.6, 5.9, i, 7
O=C(CSc1ccc(-c2ccccn2)nn1)NC1CCCCC1
→ -12%, 1.2, 1259, 2, 674, -4.8%, -5, 12, -0.53, -0.32, 0.08, 0.76, 0.5, 1146, 5.3, 4.7, 13, i, -3
Cn1ncc([N+](=O)[O-])c1C(=O)Nc1ccc(C2CCCCC2)cc1
→ -0.6%, 0.71, 1166, 12, 671, -7.2%, 13, 8, -0.026, 0.035, 0.37, -0.17, -1.8, 1059, 3.4, 1.2, 22, i, 14
CCOC(=O)C1=NN(c2ccccc2)C(=O)/C1=C\c1ccc(N(C)C)cc1
→ 0.4%, 0.17, 1804, -5, 661, -8.4%, 7, 23, -0.37, -0.11, -0.26, 0.47, -0.6, 1011, 3.0, 3.0, 7.6, i, 4
FC(F)(F)c1cccc(NC(=S)N2CCN(c3cccc(C(F)(F)F)c3)CC2)c1
→ 1.3%, 0.84, 1537, ., ., -5.7%, 27, 39, -0.49, -0.19, -0.35, 0.47, 0.7, 1424, 1.8, 0.9, 2.2, i, 10
CN(C)c1ccc(NC(=O)c2cn(-c3ccccc3)nc2-c2cccs2)cc1
→ -0.5%, ., ., 6, 747, -6.6%, 22, 23, -0.092, -0.29, 0.12, -0.0076, ., ., 2.3, 1.5, 1.5, i, -12
CC(=O)Nc1ccc(S(=O)(=O)N(C)CC(=O)NC2=NCCS2)cc1
→ 1.3%, ., ., ., ., -2.1%, 21, 0, 0.5, 0.032, 0.49, -0.021, ., ., 3.1, 1.9, 4.6, i, 3
C#CCn1cc(/C=N/Nc2nc3ccccc3[nH]2)c2ccccc21
→ -2.6%, -0.8, 949, 17, 606, -8.8%, 30, -9, -0.072, -0.24, 0.00017, 0.22, 1.0, 1029, 2.8, 3.3, 1.9, i, 3
Cn1nc([N+](=O)[O-])nc1S(C)(=O)=O
→ -1.4%, -0.23, 1212, 3, 704, -8.1%, 6, 5, -0.51, -0.25, 0.21, 1, -1.8, 1096, 2.9, 2.7, 4.8, i, 12
CS(=O)(=O)N(CC(=O)N1CCN(Cc2ccccc2)CC1)C1CCCCC1
→ -2.3%, -0.01, 1326, 0, 712, 1.4%, 14, 4, -0.25, -0.31, -0.2, 0.58, ., ., 2.3, 2.4, 6.6, i, -3
COc1cc(C(F)(F)F)nc2ccc(C#CCOC(=O)Nc3ccccc3)cc12
→ ., 0.5, 830, -8, 691, ., ., ., -0.0021, -0.11, 0.44, 0.51, -0.5, 1314, ., ., ., ., .
COc1ccccc1NC(=O)CN1CC(=O)Nc2ccccc21
→ 0.0%, -0.14, 1213, -2, 698, -7.5%, -14, -24, -0.54, 0.037, -0.29, 0.48, -3.7, 1071, 3.9, 3.1, 7.4, i, 21
CCC(N1CCOC1=O)S(=O)(=O)c1ccc(C)cc1 (stereo not drawn)
→ 0.0%, ., ., 1, 774, -2.5%, -29, -8, 0.45, 0.019, 0.42, 0.21, -2.9, 1275, 1.7, 1.3, 6.8, i, 32

# Compound activity: PubChem, several laboratories
